Bioassay records deposited in PubChem BioAssay by Sanford-Burnham Center for Chemical Genomics.
APJ antag = antagonists of human apelin receptor APJ, primary screen, CHO-K1 cells, beta-arrestin complementation, luminescence. P35414. inhibition, % at 20 µM. hit rate 0.32% among 330,000. AID 2521, 2010;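 active = inhibition above about 40% at 20 µM, limit read from the data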;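 note: cells challenged with 10 nM apelin-13 agonist together with compound; plate controls were apelin-13 plus DMSO wells for no effect and DMSO wells lacking apelin-13 for full effect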
Target sequence (P35414 whole entry, looked up): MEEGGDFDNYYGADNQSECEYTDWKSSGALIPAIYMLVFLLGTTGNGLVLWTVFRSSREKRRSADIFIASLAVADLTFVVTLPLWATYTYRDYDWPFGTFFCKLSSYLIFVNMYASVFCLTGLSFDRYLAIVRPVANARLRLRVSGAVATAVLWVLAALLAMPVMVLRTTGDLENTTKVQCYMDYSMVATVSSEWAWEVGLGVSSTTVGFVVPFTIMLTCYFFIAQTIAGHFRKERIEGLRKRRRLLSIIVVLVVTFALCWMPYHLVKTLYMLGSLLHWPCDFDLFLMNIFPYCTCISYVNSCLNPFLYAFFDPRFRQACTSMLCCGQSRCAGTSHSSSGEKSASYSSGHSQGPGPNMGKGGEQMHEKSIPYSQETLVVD
tim23-1 inh = growth inhibitors of tim23-1 mutant yeast, primary screen, luminescence, uHTS. inhibition, % at 20 µM. S. cerevisiae tim23-1 growth, BacTiter-Glo luminescence, 24 h. hit rate 1.3% among 330,000;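 active = growth inhibition of the mutant yeast at or above 50%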;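 note: temperature-sensitive mutant grown at 25 °C; plate controls were DMSO-treated mutant yeast for no effect and medium wells lacking yeast for full effect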
GRIN3A LBD mod = binders of NR3A ligand-binding domain, primary screen, biophysical, differential scanning fluorimetry, uHTS | Glutamate receptor ionotropic, NMDA 3A (GRIN3A) ligand-binding domain | NR3A LBD differential scanning fluorimetry, Tm shift; 0% = protein alone, 100% = glycine-bound protein | Tm shift relative to glycine control, % at 25 µM | hit rate 2.5% among 340,000;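 active = melting temperature shift of at least 10% of the positive control shift, at one fixed dose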
tim10-1 inh = growth inhibitors of tim10-1 mutant yeast, primary screen, luminescence, uHTS | S. cerevisiae tim10-1 ts strain growth, BacTiter-Glo, 24 h | inhibition, % at 20 µM | hit rate 2.2% among 330,000;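 active = inhibition of at least 40%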;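 note: mutant grown at 25 °C; 0% = DMSO wells with yeast and 100% = wells holding no yeast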
TIM10 inh = growth inhibitors of isogenic TIM10 control yeast, primary screen, counter-screen for tim10-1 yeast inhibitor project, luminescence, uHTS | S. cerevisiae TIM10 strain growth, BacTiter-Glo luminescence, 24 h | inhibition, % at 10 µM | hit rate 1.4% among 330,000;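 active = inhibition of 40% or more at the single tested concentration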;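 note: wild-type TIM10 isogenic control strain grown at permissive 25 °C; 0% = DMSO yeast wells and 100% = minimal medium wells without yeast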
NALP3 yeast inh = NALP3 inflammasome inhibitors in reconstituted yeast, primary screen, luminescence, uHTS; Yeast reconstituted NLRP3/ASC/caspase-1, beta-gal luminescence, 24 h; inhibition, % at 10 µM; hit rate 0.39% among 330,000; AID 2825, 2010;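 active = inhibition of 50% or more; inactive = inhibition below 50%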;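 note: plate controls were induced DMSO wells for no effect and uninduced yeast grown without galactose for full effect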
beta cell repl = inducers of MIN6 beta-cell proliferation, primary screen, ATP luminescence, uHTS; MIN6 cells proliferation, ATPlite luminescence, 48 h; cells starved in 0.2% serum; 100% = growth in 10% serum; proliferation, % at 10 µM; hit rate 0.29% among 330,000;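 active = compounds whose signal lies at least 3.5 SD above the mean of all wells on their plate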;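 note: 0% = DMSO-treated cells in low-serum medium and 100% = 10% serum control; some compounds called inactive have numbers as strong as hits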
APJ agonist = agonists of human apelin receptor APJ, primary screen, CHO-K1 cells, PathHunter beta-arrestin, luminescence; P35414; 0% DMSO wells, 100% apelin; activation, % at 20 µM; hit rate 0.11% among 330,000;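 active = activation more than six SD over the plate average, tested at 20 µM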;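 note: 0% = DMSO alone and 100% = apelin-13 at 10 nM; some results filed as inactive read as strong as hits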
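Assay system: engineered CHO-K1 APJ arrestin reporter cells; Amount: 1000 CHO-K1 reporter cells seeded per well; Dosing: one dose, 20 µM compound, 1% DMSO; Times: compound stimulation 90 min at 25 °C, detection 60 min; Measured by: luminescent beta-gal fragment complementation, chemiluminescent substrate; Read-out: APJ–arrestin association signal; Controls: DMSO vs Apelin-13 10 nM.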
MPTP inh = mitochondrial permeability transition pore inhibitors, primary screen, biochemical, isolated mouse mitochondria, absorbance; Ca2+ swelling absorbance, 30 min; inhibition, % at 10 µM; hit rate 1.4% among 360,000; AID 602449, 2012;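 active = inhibition of 50% or more, scaled per plate between neutral and stimulator controls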;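 note: 0% = DMSO wells given calcium and 100% = 1 mM EGTA wells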
* marks the source's active call; other numbers are inactive results.

SMILES	APJ antag	tim23-1 inh	GRIN3A LBD mod	tim10-1 inh	TIM10 inh	NALP3 yeast inh	beta cell repl	APJ agonist	MPTP inh
COc1cccc(N2CC(C(=O)Nc3nnc(SCC(=O)NC4CCCC4)s3)CC2=O)c1 (stereo unspecified)	1	2	-1	23	7	16	-1	18	-0.2
CCOC(=O)c1c(CSc2ccccc2)n(C)c2cc(Br)c(O)c(CN(C)C)c12	18	23	-2	29	32	8	-5	-8	4.6
O=[N+]([O-])c1ccccc1NCCNS(=O)(=O)c1ccc(Cl)cc1	-27	30	-19	27	24	27	0	-2	3.6
Oc1cc(O)cc(-c2cc3ccc(O)cc3o2)c1	-13	9	16*	11	-4	15	-5	-4	-0.3
CN(C)C(=O)C1Cc2ccccc2CN1S(=O)(=O)c1ccc(F)cc1 (stereo unspecified)	-2	-2	-1	1	4	8	2	-1	-0.1
Nn1c(SCc2ccccc2F)nnc1-c1cccnc1	-2	0	-2	-5	-2	-12	-1	1	1.7
COc1cccc(/C=C2\CCC(C3CCCC3)C2=O)c1 (stereo unspecified)	21	30	1	35	32	19	-1	-5	-0.1
COc1cc(C=C2C(=O)OC(C)(C)OC2=O)cc(Cl)c1OCC(=O)Nc1ccccc1	8	21	0	9	1	11	-2	-9	-0.8
CN(C)c1ccc(/C=N/N2C(=S)SC(C)(C)C2N(O)C(=O)Nc2ccc([N+](=O)[O-])cc2)cc1 (stereo unspecified)	13	31	11*	25	22	-7	-2	-1	15
Cc1nn(Cc2ccccc2)c(C)c1C(=O)NCCCN1CCCC1=O	-3	1	3	-11	4	8	-4	-4	-1.1
O=S1(=O)c2ccccc2C(CCO)N1Cc1ccccc1 (stereo unspecified)	-2	-9	-2	-3	11	8	-3	-3	-0.5
Nc1nnc(SCC(=O)Nc2cc(C(F)(F)F)ccc2N2CCOCC2)s1	-6	7	1	4	-11	3	-1	-4	-1.6
CCn1c(SCC(=O)Nc2ccc3c(c2)OCCO3)nnc1-c1c[nH]c2ccccc12	7	-2	-3	-2	-6	-7	-3	-2	0.7
CC1CCCC(NC(=O)CNC(=O)c2cccs2)C1C (stereo unspecified)	13	-1	-2	-33	-6	1	-2	-3	5.7
COc1cc(Br)cc(C(c2c(C)n(C)n(-c3ccccc3)c2=O)c2c(C)n(C)n(-c3ccccc3)c2=O)c1O	12	4	-1	5	21	7	-3	5	1.8
N#Cc1nc(-c2ccco2)oc1N1CCc2ccccc2C1	-1	32	-1	44*	15	23	0	5	-0.6
COc1ccc(CCN2C(=O)CSC2c2ccc(OC)c(OC)c2)cc1OC (stereo unspecified)	2	9	-1	23	14	18	-2	0	7.6
CC(=O)c1ccc(N(C(=O)CS(=O)CC(=O)Nc2ccc(F)cc2)C(C(=O)NC2CCCCC2)c2cccs2)cc1 (stereo unspecified)	2	2	-2	4	14	17	-5	-2	-1.3
Nc1nc(SCC(=O)OCc2ccccc2)[nH]c(=O)c1NC(=O)c1ccco1	0	0	-1	-14	-7	10	-2	7	0.6
CCOC(=O)C1CCCN(C(=O)Cc2ccc(OC)c(OC)c2)C1 (stereo unspecified)	4	2	2	11	0	4	0	-5	-0.3
O=C(c1ccc2c(Cl)c3c(nc2c1)CCCC3)N1CCC(N2CCCCC2)CC1	2	16	-1	10	4	1	-3	2	-1.2
COc1ccccc1N1CCN(C(=O)c2cc(C(=O)N3CCN(c4ccccc4OC)CC3)cc([N+](=O)[O-])c2)CC1	4	-2	0	-14	-2	19	-2	0	0.3
O=C(O)CCSc1ccc([N+](=O)[O-])cc1[N+](=O)[O-]	-29	51*	1	44*	7	-1	-3	-1	-3.9
FC(F)(F)c1ccc(-n2cn[nH]c2=S)cc1	2	4	0	10	10	19	-2	0	0.6
Cc1cccc(-c2cc(=O)c(C(=O)O)cn2-c2ccc(F)cc2F)c1	15	10	13*	-9	3	16	-3	7	0.8
CC1CC(=O)C2=C(C1)Nc1ccccc1SC2c1ccc(F)cc1 (stereo unspecified)	-9	14	-7	24	-2	-26	-4	0	23
Cc1ccc2c(c1)N(CC(=O)NCc1cccs1)C(=O)C(C)O2 (stereo unspecified)	-11	2	0	17	-3	4	-2	-2	-0.2
CC(=O)Nc1nc2c(C)c(Cl)ccc2s1	-4	3	0	-5	-8	7	2	0	0.8
O=C(O)CN1C(=O)/C(=C\c2cccc(OCc3ccc(Cl)cc3Cl)c2)SC1=S	-16	37	2	39	17	11	-4	-2	-0.1
Nc1ccn(CC(=O)NCCc2ccccn2)c(=O)n1	-1	-14	5	-14	5	7	-3	-3	-0.6
CC1CC(C)CN(C(=O)Cn2c(=O)oc3cc(S(=O)(=O)N4CCCC4)ccc32)C1 (stereo unspecified)	-2	14	1	16	-9	6	-2	2	0.2
CCn1c(SCC(=O)c2ccc3ccccc3c2)nnc1-c1ccco1	-4	33	0	37	24	-1	1	-3	2.1
COc1ccc(NC(=O)c2oc3ccccc3c2CSC)cn1	4	12	-3	13	8	-21	1	0	-1.3
O=C(Cc1ccc(-n2c(=O)c3ccccc3n(Cc3ccccc3Cl)c2=O)cc1)NCC1CCCO1 (stereo unspecified)	2	10	-1	-2	-12	6	2	-6	1.6
CCOc1ccc(NC(=O)C2(c3ccc(OC)c(OC)c3)CCCC2)cc1	4	28	0	23	6	11	-2	0	0.3
COc1cccc(CNC(=O)c2cc3oc4ccccc4c3n2C)c1OC	24	-1	4	-4	-27	14	-4	-1	-2.7
CC(C)Oc1ccc(Oc2ccc(C(F)(F)F)cn2)cc1	15	9	3	21	-3	-7	-2	-2	7.7
CCOC(=O)c1c(NC(=O)c2cccs2)sc2c1CC(C)(C)OC2	6	15	0	1	-30	23	-1	0	0.0
Cc1cccc2nc(Cn3c(=O)n(CCCC(=O)NCc4ccco4)c(=O)c4ccccc43)cc(=O)n12	0	4	-1	13	6	0	1	-1	-0.1
O=C(OCn1nnc2ccccc2c1=O)c1cn(-c2ccccc2)nc1-c1cccnc1	11	19	-1	29	6	17	-2	1	-1.8

Copied from the list.
Under APJ agonist, COc1ccccc1N1CCN(C(=O)c2cc(C(=O)N3CCN(c4ccccc4OC)CC3)cc([N+](=O)[O-])c2)CC1 reads 0
Under tim10-1 inh, CC1CC(C)CN(C(=O)Cn2c(=O)oc3cc(S(=O)(=O)N4CCCC4)ccc32)C1 (stereo unspecified) reads 16

The list continues.
SMILES	APJ antag	tim23-1 inh	GRIN3A LBD mod	tim10-1 inh	TIM10 inh	NALP3 yeast inh	beta cell repl	APJ agonist	MPTP inh
OC(CNCC1CCCCC1)COc1ccccc1 (stereo unspecified)	9	-3	-2	16	-13	2	0	-2	0.7
COCCNc1nnc(SCC(=O)Nc2cc(C)on2)s1	21	-6	0	-18	2	-10	3	-3	-0.6
O=C1N[C@@H](Cc2ccccc2)C(=O)N2[C@@H]3N(S(=O)(=O)c4ccc(F)cc4)c4ccccc4[C@]3(Br)C[C@@H]12	4	19	-2	20	16	6	-8	2	1.2
O=C(c1ccc(N2CCOCC2)cc1)N1CCCC(Nc2ccccc2)C1 (stereo unspecified)	19	-1	-1	12	-6	15	-1	-1	1.3
CCN(CC(=O)Nc1ccccc1-c1ccccc1)Cc1nc2ccccc2c(=O)[nH]1	5	19	1	17	9	7	-2	-5	0.1
Cc1cc(-c2nnc3n2N=C(c2ccccc2Br)CS3)n[nH]1	8	4	0	1	-15	7	-1	0	2.0
COc1ccc(N2CCN(Cc3cc(=O)oc4cc5c(cc34)CCCC5)CC2)cc1	-22	14	5	11	-5	8	-3	2	0.4
C=CCNc1nc(NCc2ccco2)nc(OCC)n1	8	7	-1	6	-5	13	2	-2	1.5
COc1cccc(CNC(=O)COC(=O)c2c(NC(C)=O)sc(C)c2C)c1	13	-6	-1	-16	-8	13	-2	-2	-0.3
CCOC(=O)N1CCN(C(=O)c2cc(S(=O)(=O)N3CCc4ccccc43)ccc2OC)CC1	3	14	-2	4	7	6	2	-1	-1.6
CC1CCc2sc(C(=O)NN=C3CCC(c4ccccc4)CC3)cc2C1 (stereo unspecified)	-7	35	0	23	-2	9	-2	-1	2.6
Cc1cc(S(=O)(=O)N2CCCC2)ccc1OCC(=O)Nc1ccccc1	-1	-7	0	-9	7	7	-4	-2	0.0
Cc1cc(C)c(C#N)c(Nc2ccccc2Cl)n1	1	-1	3	24	-23	-3	-1	-1	0.1
Cc1c(NC(=O)CSc2nnnn2C)c(=O)n(-c2ccccc2)n1C	11	12	-4	3	-2	6	2	-1	1.6
CC(C)N1C(=O)S/C(=C/c2ccc3c(c2)n(C)c(=O)n3C)C1=O	-14	29	-1	24	28	5	-3	0	0.7
O=C(c1ccccn1)N1CCCC(N2CCN(c3cccc(C(F)(F)F)c3)CC2)C1 (stereo unspecified)	-9	11	-2	11	15	11	-1	-4	0.3
N#C/C(=C\c1ccccc1O)C(=O)Nc1cccnc1	-9	25	1	-1	-4	13	-5	-4	1.1
CC(NC(=O)/C(=C/c1ccc(OC(F)F)cc1)c1ccccc1)c1ccccc1 (stereo unspecified)	-6	18	-4	34	12	4	-4	3	18
N#Cc1cc2c([nH]c1=S)CCCC2	-18	2	4	2	1	6	-3	-2	-1.7
C/C(=N\Nc1cccc(C(=O)O)c1)c1ccc2c(c1)Nc1ccccc1S2	-81	32	0	5	11	26	0	13	4.2
COc1cc(OC)c(NC(=O)CN(C)S(=O)(=O)c2ccc(-c3ccc(=O)[nH]n3)s2)cc1Cl	-103	16	0	15	20	2	-5	15	-0.2
COC(=O)[C@]1(C)N[C@H](CN(C)C(=O)C2CCCCC2)[C@@H]2C(=O)N(Cc3ccccc3)C(=O)[C@@H]21	0	13	2	7	-4	1	1	-5	-2.6
CS(=O)(=O)c1ccc(Cl)c(NC(=O)C2CC(=O)N(c3ccc4c(c3)OCCO4)C2)c1 (stereo unspecified)	-30	0	-1	-10	5	7	3	-3	0.7
CC(C)c1ccc(NC(=O)Cn2nnc(C(=O)NCc3ccco3)c2N)cc1	-20	3	12*	9	7	0	3	14	-0.8
Cc1cccnc1NC(=O)CNC(=O)c1sc2ccccc2c1Cl	2	10	-1	10	0	9	-1	-2	-0.3
CCCCCCC(=O)N1C/C=C\C(c2ccc(OC)cc2)N(Cc2ccc(F)cc2)C(=O)C1 (stereo unspecified)	-4	0	0	25	-6	7	-6	-2	-0.4
CN(C)c1nc(NCc2ccccc2)nc(SCC(N)=O)n1	7	12	0	11	0	24	2	2	0.4
C=CCNc1oc(-c2cccs2)nc1S(=O)(=O)c1ccccc1	4	17	-1	24	3	9	-1	-1	-0.2
COc1ccc(-c2csc(NC(=O)c3ccc(OCC(=O)N4CCOCC4)c(OC)c3)n2)cc1	-11	-2	-5	13	8	4	-2	7	-1.4
CCC(=O)Nc1cccc(NC(=S)NC(=O)c2ccccc2)c1	12	29	1	21	23	29	0	-3	-0.8
